# High-throughput results as filed in PubChem BioAssay.
# Furin inh: inhibitors of human furin. purified furin, fluorogenic substrate cleavage. inhibition, % at 30 µM. 220,000 compounds, 0.061% hits; in the data active = inhibition above about 25%; also: inactives centre near -15
# Target sequence (P09958 108-714 limits assumed): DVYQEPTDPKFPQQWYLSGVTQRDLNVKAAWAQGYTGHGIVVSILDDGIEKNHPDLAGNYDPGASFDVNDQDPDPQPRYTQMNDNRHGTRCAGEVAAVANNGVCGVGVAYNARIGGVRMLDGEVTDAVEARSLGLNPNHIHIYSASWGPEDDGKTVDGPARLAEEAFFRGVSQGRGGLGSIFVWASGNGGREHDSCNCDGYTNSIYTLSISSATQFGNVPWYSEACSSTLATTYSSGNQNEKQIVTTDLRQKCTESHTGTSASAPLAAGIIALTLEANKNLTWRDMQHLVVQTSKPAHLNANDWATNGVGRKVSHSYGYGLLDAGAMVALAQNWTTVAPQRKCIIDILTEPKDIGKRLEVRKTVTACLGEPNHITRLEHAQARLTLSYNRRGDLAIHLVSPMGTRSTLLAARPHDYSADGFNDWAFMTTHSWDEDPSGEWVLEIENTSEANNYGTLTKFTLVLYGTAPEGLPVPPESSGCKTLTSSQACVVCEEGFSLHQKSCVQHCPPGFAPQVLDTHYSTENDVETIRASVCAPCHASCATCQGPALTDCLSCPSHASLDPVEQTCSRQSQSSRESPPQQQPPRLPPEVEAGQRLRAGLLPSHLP
# Ba/F3 V617F tox: lowers viability of Ba/F3 cells expressing EpoR and JAK2V617F. ATP luminescence. inhibition, % at 5.6 µM. 220,000 compounds, 1.1% hits;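 active = inhibition above the campaign mean plus 3 SD over all tested compounds, cut at about 24% in these data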;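 also: cytokine-independent growth of Ba/F3 cells driven by EpoR plus mutant JAK2; 0% = DMSO-treated cells and 100% = JAK inhibitor I control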
# PPC-1+TRAIL kill: PPC-1 cancer cell killing with TRAIL present; AID 1443; 220,000 compounds, 0.41% hits; cell killing (% activity), % at 4 µM; PPC-1 cells + TRAIL, ATPLite viability luminescence;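 active = cell killing above 50% in the first pass at 4 µM, then a duplicate retest at 5 µM averaging 50% or more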;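 also: plate controls were cells with TRAIL plus DMSO for no effect and medium-only wells lacking cells for full effect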
# BaF3 tox: reduces parental Ba/F3 cell viability, JAK2V617F counter-screen | CellTiter-Glo ATP luminescence | inhibition, % at 5.6 µM | 220,000 compounds, 1.1% hits | AID 1486;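 active = inhibition above a per-campaign cutoff, the mean inhibition of all tested compounds plus 3 SD, cut at about 27% in these data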;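 also: 0% = DMSO wells and 100% = JAK Inhibitor I control wells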
# TbHK1 inh: T. brucei hexokinase 1 inhibition; recombinant TbHK1, G6PDH-coupled NADH A340; inhibition, % at 10 µM; 220,000 compounds, 0.11% hits; AID 1430;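 active = inhibition of 50% or more in the single-dose primary screen; inactive = inhibition below 50%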
# PGE2 EP2 inh: EP2 receptor (human) inhibition; P43116; C6 glioma cells expressing human EP2, cAMP TR-FRET; cells stimulated with saturating PGE2; inhibition, % at 25 µM; 260,000 compounds, 0.52% hits; AID 1422;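 active = percent inhibition above 40 after rounding to a whole number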;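 also: rat C6 glioma host cells with rolipram phosphodiesterase inhibitor present; the protocol text gives 20 µM as final concentration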
# RBBP9 inhibitor: inhibitors of human serine hydrolase RBBP9; 220,000 compounds, 0.2% hits; AID 1515; O75884; recombinant RBBP9, FP-Rh probe fluorescence polarization; inhibition, % at 7.94 µM;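 active = inhibition above the campaign mean of all tested compounds plus 3 SD, cut at about 14% in these data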;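 also: plate controls were DMSO wells with RBBP9 for no effect and wells lacking RBBP9 protein for full effect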
# Target sequence (O75884 whole entry, looked up): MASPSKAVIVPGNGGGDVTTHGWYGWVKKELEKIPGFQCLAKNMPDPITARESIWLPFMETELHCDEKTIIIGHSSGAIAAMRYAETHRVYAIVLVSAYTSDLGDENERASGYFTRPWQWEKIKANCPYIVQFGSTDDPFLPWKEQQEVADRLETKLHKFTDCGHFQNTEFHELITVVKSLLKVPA
#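 Test system: recombinant human RBBP9. Quantity: 2.5 µM RBBP9 dispensing solution, before mixing. Detection: FP readout at 525/598 nm. Reagent: Serine-hydrolase probe FP-Rh, 375 nM pre-mixing. Measure: % inhibition. Control set: DMSO-treated enzyme wells and wells lacking RBBP9. Buffer or medium: Tris-NaCl-Pluronic buffer, pH 8.0. Times: preincubation 30 min plus labeling 45 min at 25 °C.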
# NCF1 inh: inhibitors of human p47phox binding; p47phox/p22phox peptide binding, fluorescence polarization, 2 h; inhibition, % at 24.7 µM; 220,000 compounds, 0.53% hits; AID 1274;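 active = inhibition above about 30%, limit read from the data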;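 also: 0% = p47phox with labelled peptide and 100% = labelled peptide alone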
# p97 ATPase inh: blocks human p97 ATPase activity. P55072. recombinant p97 ATPase, Kinase-Glo ATP luminescence, 3 h. inhibition, % at 8 µM. 220,000 compounds, 0.42% hits; in the data active = inhibition above about 15%;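 also: 0% = DMSO vehicle and 100% = wells lacking enzyme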
# Starred values were filed as active, the others as inactive; x = not tested or not shown; & = joins results of further samples; [ ] = another dose, or the depositor's remark.
SMILES,Furin inh,Ba/F3 V617F tox,PPC-1+TRAIL kill,BaF3 tox,TbHK1 inh,PGE2 EP2 inh,RBBP9 inhibitor,NCF1 inh,p97 ATPase inh
O=C1NC(=O)N(c2ccccc2)C(=O)/C1=C\c1ccc([N+](=O)[O-])o1,3,-4,5,-1,3,16,-12,-92,4
CCCCCn1c(=O)c(C(=O)NCc2ccco2)c(O)c2ccccc21,-26,-1,-4,7,0,5,-5,-3,4
O=C(c1ccccc1F)c1cn(CC(=O)N2CCCC2)c2ccccc12,-20[20 µM],-4,-1,0,-7,12&5,-6,-7,3
COc1cc(CN2C(=O)NC(=O)C3(Cc4cc(C)ccc4N(C)C3)C2=O)cc(OC)c1 (centres undefined),-19,-1,-10,10,-4,15,-4,-5,4
CCCCC(=O)N/N=C/c1c(O)n(Cc2ccco2)c(=O)[nH]c1=O,-16,0,18,9,13,9,-4,-12,7
Cc1cc(C)c2c(c1)-c1cc(C)nn1C(c1cccnc1)N2 (centres undefined),-21,-3,17,-2,-11,6,-1,-10,1
Cc1ccc(N2C(=O)NC(=O)C(CCc3ccccn3)(Cc3ccc(F)cc3)C2=O)cc1 (centres undefined),-25,-6,x,1,-3,3,1,-9,6
Cc1c(C(c2ccc(Br)cc2)c2c(O)c3ccccc3oc2=O)c(=O)n(-c2ccccc2)n1C (centres undefined),-19,4,-5,6,-6,3,-4,53*,1
CC12CNCC(C)(CNC1)C2O (centres undefined),-11,1,10,2,1,12,-7,1,-1
O=C(CN1CCCCC1)c1cccc(Br)c1,-19,0,6,5,-4,14,-10,-11,0
CC(=NCCCN1CCCCC1)c1c(O)n(Cc2ccccc2)c(=O)[nH]c1=O,-25,-3,-10,-1,3,8,-8,-15,4
O=C(c1cc2c(s1)CCCCCC2)N1CCC2(CC1)OCCO2,-12[20 µM],-1,1,6,-1,-2,-5,-4,-2
Cn1c(CN2CCN(C(=O)COc3ccccc3)CC2)nc2cc([N+](=O)[O-])ccc21,-15,3,0,5,-20,1,-6,-14,3
Clc1ccc(N2CCN(Cc3ccccc3Cl)CC2)cc1,-14[20 µM],-5,-5,1,-9,5,3,-9,3
CC12CN3CCN(CC(C3)/C1=N/NC(N)=O)C2,-12,3,11,-2,1,13,-6,1,3
Cc1ccc(P(=S)(c2ccc(C)o2)N2CCOCC2)o1,-25,2,-7,1,0,2,-5,-6,-1
CC(C(=O)c1c[nH]c2ccccc12)N1CCc2ccccc2C1 (centres undefined),-21,26*,-12,43*,-1,15,-9,-31,1
CCOc1ccc(N=Cc2c(O)n(CCc3ccc(OC)c(OC)c3)c(=O)[nH]c2=O)cc1,-1,-1,-18,0,-34,4,-5,-36,2
CCc1ccc(C(=O)C23CN4CN(CN(C4)C2)C3)cc1,-24[20 µM],-4,17,0,0,6,-10,3,-2
CC(C)NC(=O)Cn1cc(C(=O)c2ccccc2F)c2ccccc21,-23[20 µM],-2,0,1,8,11&26,-6,-10,4

# Taken from the listing (5 entries):
SMILES,Furin inh,Ba/F3 V617F tox,PPC-1+TRAIL kill,BaF3 tox,TbHK1 inh,PGE2 EP2 inh,RBBP9 inhibitor,NCF1 inh,p97 ATPase inh
Cc1ccc(P(=S)(c2ccc(C)o2)N2CCOCC2)o1,-25,2,-7,1,0,2,-5,-6,-1
CC(C(=O)c1c[nH]c2ccccc12)N1CCc2ccccc2C1 (centres undefined),-21,26*,-12,43*,-1,15,-9,-31,1
CCOc1ccc(N=Cc2c(O)n(CCc3ccc(OC)c(OC)c3)c(=O)[nH]c2=O)cc1,-1,-1,-18,0,-34,4,-5,-36,2
CCc1ccc(C(=O)C23CN4CN(CN(C4)C2)C3)cc1,-24[20 µM],-4,17,0,0,6,-10,3,-2
CC(C)NC(=O)Cn1cc(C(=O)c2ccccc2F)c2ccccc21,-23[20 µM],-2,0,1,8,11&26,-6,-10,4

# New compounds follow
SMILES,Furin inh,Ba/F3 V617F tox,PPC-1+TRAIL kill,BaF3 tox,TbHK1 inh,PGE2 EP2 inh,RBBP9 inhibitor,NCF1 inh,p97 ATPase inh
COc1ccccc1-n1c(-c2ccoc2)nc2ccccc2c1=O,-23,-2,20,0,-21,5,-6,-1,1
Cc1ccccc1-n1c(O)c(C(c2ccncc2)c2c(O)n(-c3ccccc3C)c(=O)[nH]c2=O)c(=O)[nH]c1=O,-8&-17,-4&-5,8&6,2&1,-11&-9,8&5,-5&0,13&-7,5&7
C=C(C)CN1CC[C@]23c4c5ccc(O)c4O[C@H]2c2[nH]c4ccccc4c2C[C@@]3(O)C1C5,x,-2,-6,-2,x,9,-9,-9,4
CC1(c2ccccc2)NCCN2C(=O)CSC21 (centres undefined),-22[20 µM],1,-1,2,0,13,-4,-4,-3
Cc1cccc(-n2c(-c3ccco3)nc3ccccc3c2=O)n1,-10[20 µM],-2,-11,7,-22,10,-1,-12,-2
COc1cc(N2CCOCC2)ccc1/C=C1\C(=O)NC(=O)N(C2CCCCC2)C1=O,-3,2,6,8,-36,6,-1,-7,-5
CC(C)(C)C(O)C(Oc1ccc(Cl)cc1)n1cncn1 (centres undefined),-18[20 µM],4,26,5,8,13,-4,-3,-3
COc1cc2c(cc1OC)-c1c(OC)c(OC)cc3c1C(C2)N(C)CC3 (centres undefined),-2,3,0,8,-3,18,-2,-19,3
CC(C)(C)N1C(=O)NC(=O)/C(=C\c2ccc3c(c2)CCN3CCCCl)C1=O,8,3,4,3,-14,5,-20,26,-6
CC12CC(c3ccccc3O1)C(C(=O)OCc1ccccc1)C(=O)N2 (centres undefined),-12[20 µM],0,12,6,-2,11,-9,-9,-6
Cc1cccc(N2C(=O)NC(=O)/C(=C\c3cc(C)n(-c4sc5c(c4C#N)CCCC5)c3C)C2=O)c1C,-5,3,0,5,-4,18,-3,-82,-3
Cc1ccccc1N1C(=O)NC(=O)/C(=C\c2cnn(-c3ccccc3)c2)C1=O,0,3,34,5,1,51*,-11,2,-5
Cc1nn(Cc2ccccc2Cl)c(Cl)c1C(=O)OC(C(=O)NC(N)=O)C(C)C (centres undefined),-18,-5,-3,3,-6,7,-3,1,2
O=C1/C(=C\c2cccnc2)N2CCC1CC2,-9,3,20,-5,-3,4,-10,-3,-6
COP(=S)(OC)SCN1C(=O)c2ccccc2C1=O,-10,-2,4,0,3,17,3,-1,7
O=[N+]([O-])c1ccc(C2[C@H]3C(c4ccccc4)=NC4(CCCC4)N23)cc1 (some centres undefined),-10,1,17,2,-7,20,3,-4,0
CN(C)P(=O)(C(Cl)=C(N1CCCCC1)N1CCCCC1)N(C)C,-28,1,23,-1,5,10,-13,-2,5
Cc1ccc(C)c(-n2c(C)nc3ccccc3c2=O)c1,-8,2,3,-4,-18,6,-1,-9,4
Cc1nn(Cc2ccccc2)c(C)c1C(=O)OCC(=O)Nc1cc(S(C)(=O)=O)ccc1Cl,-25,0,4,8,-2,7,-4,0,2
Brc1ccccc1,-33,x,9,x,-9,16,x,-7,x
O=C(Nc1ccc(F)cc1)c1c(O)c2c(n(Cc3ccccc3)c1=O)CCCC2,0,-4,12,-2,-15,8,4,-9,5
CCCC(=O)Nc1cc(C(=O)N2CCC3(CC2)OCCO3)ccc1S(=O)(=O)c1ccc(C)cc1,-16[20 µM],1,-2,6,-7,0,-5,2,-6
COc1ccc(-n2c(O)c(C(C)=Nc3ccc4c(c3)CCC4)c(=O)[nH]c2=O)cc1,-7,0,23,2,-11,13,-2,-15,4
O=Cc1c(C(=O)O)n(Cc2ccc(Cl)cc2)c2ccccc12,-19,1,8,7,-9,8,-1,-101,1
O=c1[nH]c(=O)n(CCC2=CCCCC2)c(O)c1C=NCCCn1ccnc1,-15,3,5,9,-5,21,1,-19,-1
C=Cn1ccnc1P(=S)(c1ccn(C)c1)c1nccn1C=C,-22,-1,3,3,3,11,-8,0,3
CCOC(=O)c1c(-n2c(C)cc(/C=C3/C(=O)NC(=O)N(CC)C3=O)c2C)sc2c1CCCC2,-14,-1,x,0,-8,20,-4,x,1
O=C1NC(=O)C(=CN2CCc3ccccc32)C(=O)N1,4,3,7,5,2,9,-8,-8,0
O=c1c2ccc(Cl)cc2[nH]c(=S)n1-c1cccnc1,-9,3,34,0,0,6,-8,-8,-1
COc1ccc(N2C(=O)CC(N3CCC(n4c(=O)[nH]c5ccccc54)CC3)C2=O)cc1 (centres undefined),-14[20 µM],-1,10,5,-3,3,3,-2,2
Cc1nn(Cc2ccccc2)c(Cl)c1C(=O)O,-24,-2,17,6,-1,3,7,2,5
Cc1nn(Cc2ccccc2)c(C)c1C=C1C(=O)NC(=O)NC1=O,-7,-3,24,2,32,8,-1,3,8
COc1ccc(C(=O)CN2CCOCC2)cc1F,-17,-3,10,4,-2,7,5,4,6
CN1CCN(CCC(=O)OC2CC3CCC(C2)N3C)CC1 (centres undefined),-15[20 µM],-4,15,0,0,15,-2,12,6
O=c1[nH]c(=S)n(C2CCCCC2)c(O)c1/C=N/N1CCOCC1,13,5,14,-3,-61,5,1,-24,-4
O=C(c1cc(S(=O)(=O)N2CCOCC2)ccc1F)N1CCC2(CC1)OCCO2,4,-5,43,3,0,15,4,-4,5
CCN1c2nc3ccccn3c(=O)c2CC2(C(=O)N(C)C(=O)N(C)C2=O)C1C (centres undefined),-12[20 µM],-1,17,2,-7,8,-2,1,0
CN1CCN(c2ncnc3nc[nH]c23)CC1,-24,-2,8,2,3,4,-3,-4,4
CN1C(=O)/C(=C\c2ccc(N3CCCCCC3)cc2)C(=O)NC1=S,-15,-4,3,-1,-4,-1,-6,14,3
CCN(CC)CCCN=Cc1c(O)n(CCc2ccc(OC)c(OC)c2)c(=O)[nH]c1=O,-13,-1,9,4,28,10,0,-5,4
COC(=O)c1ccccc1-n1c(C)nc2ccccc2c1=O,-4[20 µM],-3,15,5,3,8,-3,-6,3
C1=C(CCNCc2ccccc2)CCCC1,-9[20 µM],3,9,7,4,5,-3,-3,-6
C=Cc1ccc(Cn2c(C(=O)O)c(C=O)c3ccccc32)cc1,-20,1,0,3,-16,5,-3,-3,-1
CCCCCn1c(=O)c(C(=O)Nc2nc3ccccc3[nH]2)c(O)c2ccccc21,-18,-1,20,-3,-29,10,1,-22,4
O=C1NC(=S)N(c2ccc(Br)cc2)C(=O)/C1=C/N1CCN(C(=O)c2ccco2)CC1,-23,1,16,8,-4,9,-12,-158,5
Cc1nn(Cc2ccccc2)c(Cl)c1C(=O)OCC(=O)N1CCCC1,-16,-2,x,2,-1,11,-2,-8,2
Cc1c(C(=O)N2CCC3(CC2)OCCO3)oc2ccc(S(=O)(=O)N3CCOCC3)cc12,-21[20 µM],-3,8,5,5,10,0,-9,7
CCCCC/C(=N/O)c1c(C)[nH]c2ccccc12,-15,0,9,-1,7,11,4,-5,-3
COC1CC(OC2CCC3(C)C(CCC4C3CCC3(C)C(C5=CC(=O)OC5)C(OC(C)=O)CC43O)C2)OC(C)C1OC1OC(COC2OC(CO)C(O)C(O)C2O)C(O)C(O)C1O (centres undefined),-24,x,48[5 µM],x,-11,21,x,4,x
CC(=NCCC1=CCCCC1)c1c(O)n(C)c(=O)n(C)c1=O,-14,1,19,6,4,3,-7,-1,3

# Other results follow.
SMILES,Furin inh,Ba/F3 V617F tox,PPC-1+TRAIL kill,BaF3 tox,TbHK1 inh,PGE2 EP2 inh,RBBP9 inhibitor,NCF1 inh,p97 ATPase inh
CN1CCC2(CC1)NC(=O)c1ccccc1N2,-47,-2,4,-6,-15,6,-2,-12,5
COc1ccc(C2NCCc3[nH]cnc32)cc1 (centres undefined),-15,-2,16,2,-4,12,-6,-5,-2
N=C1c2ccccc2CN1NC(=O)c1ccc(Br)cc1,-24,2,28,4,0,8,-8,-1,6
O=C(Cn1cc(C(=O)c2ccccc2F)c2ccccc21)NCc1ccco1,-11,-2,40,1,5,7&5,-11,-8,-4

# These rows are one share of the data; the hit share may differ from the screen's.
